From PubChem
Vif-A3F inh: blocks the Vif interaction with APOBEC3F; HeLa A3F-eYFP + Vif (tagged APOBEC3F with the HIV-1 protein that degrades it), YFP fluorescence increase; Potency, µM (series often up to 46.1 µM), for inactives: top-dose activity, negative = active; 390,000 compounds, 0.2% hits; AID 602313; note: potency is the fitted concentration of half-maximal effect; % of control where 0% means no effect; nearly all actives have a fitted effect of over 65% in size
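HeLa cells stably expressing Vif plus C-terminally eYFP-tagged A3F were seeded, incubated overnight at 37 deg C, dosed with compound, incubated overnight again at 37 deg C. Yellow fluorescence (Ex 488/Em 500-530) reported blocked Vif-mediated A3F-eYFP degradation.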
LDHA block: blocks human lactate dehydrogenase A; activity change, % (values are at about 110 or 230 µM); purified LDHA, NADH/diaphorase-resazurin fluorescence; stronger effect = lower value; 480,000 compounds, 0.15% hits; AID 1347041; in the data active = activity change below about -30%; inconclusive = mostly about -25% to -30%;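 note: plate controls were DMSO wells for no effect and wells without enzyme for full effect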
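LDH5 2 nM; NADH 0.06 mM, pyruvate 0.2 mM; 200 mM Tris pH 7.4, EDTA, Tween-20; 5 min RT. Detection: diaphorase 0.133 mg/mL + resazurin 37 µM, fluorescence ex540/em590 at 0 and 20 min; normalized to enzyme-free and DMSO wells.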
Glioma ERSR ind: ER stress response induction in glioma | 420,000 compounds, 0.02% hits | U87-MG GRP78 promoter luciferase reporter, 16 h | AID 602332 | Potency, µM, for inactives: at the top dose activation, most hits filed as activators; note: potency is the fitted concentration of half-maximal effect; series mostly up to about 76 µM; % of control where 0% means no effect; nearly all actives have a fitted effect of over 35% in size
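Stably transfected U87-MG human glioma cells carrying a GRP78-based luminescent sensor were seeded at 1000 cells/well, pin-dosed with compounds and incubated 16 h. Luciferase reagent was then added, and end-point luminescence was read after 10 min at room temperature.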
D2 PAM: positively modulates the human D2 dopamine receptor allosterically; HEK293 T-REx D2, calcium flux, EC20 dopamine potentiation; 340,000 compounds, 0.34% hits; potentiation, % at 10 µM; P14416; AID 485347;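 active = potentiation over 3 SD above the plate norm, cut at about 30% in these data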; note: 0% is about no effect
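Potentiation of an EC20 dopamine calcium response measured kinetically over 180 s, after a preceding 180 s compound-only read flagging agonists. Cells: inducible Hek293 Trex D2 line, 4000/well, cultured overnight at 30 C before dye loading.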
RXFP1 agonist: activates the human relaxin receptor RXFP1; HEK293T-RXFP1 cAMP TR-FRET, 30 min; response scale: percent of porcine relaxin response, buffer zero; AID 2676; 370,000 compounds, 0.3% hits; Potency, µM (doses to about 57.5 µM), for inactives: at the highest dose activation, usual class: activators; Q9HBX9; note: potency is the fitted concentration of half-maximal effect; % is set by controls: 0 for no effect and ±100 for the full control effect; nearly all actives have a fitted effect of over 60% in size; many of its hits are not listed in these tables
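Agonist response is measured as cAMP accumulation in an RXFP1-transfected HEK293T line under PDE4 inhibition. Values are scaled between buffer-only and 29 nM porcine relaxin, and EC50s come from standard Hill equation fits.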
D1 ag: activates the human D1 dopamine receptor | activation, % at 2 µM | HEK293 T-REx D1 cells, calcium flux, agonist mode | AID 504660 | P21728 | 360,000 compounds, 1% hits; in the data active = activation above about 30%; note: 0% is about no effect
Target sequence (P21728 whole entry, looked up): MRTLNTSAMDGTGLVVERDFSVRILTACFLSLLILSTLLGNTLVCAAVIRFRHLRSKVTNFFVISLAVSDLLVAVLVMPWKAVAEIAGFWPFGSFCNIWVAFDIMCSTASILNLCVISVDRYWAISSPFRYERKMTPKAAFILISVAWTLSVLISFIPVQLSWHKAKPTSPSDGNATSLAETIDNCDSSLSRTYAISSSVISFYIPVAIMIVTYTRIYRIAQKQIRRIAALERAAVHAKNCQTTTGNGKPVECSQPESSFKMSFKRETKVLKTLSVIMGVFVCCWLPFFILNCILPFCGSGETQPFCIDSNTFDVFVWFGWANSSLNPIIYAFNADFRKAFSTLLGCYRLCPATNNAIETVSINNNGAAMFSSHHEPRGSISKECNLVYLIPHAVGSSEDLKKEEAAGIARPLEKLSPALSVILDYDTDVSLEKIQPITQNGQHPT
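Inducible HEK293 T-REx D1 cells, force-coupled to calcium signalling, were plated at 4000 cells/well with tetracycline and held overnight at 30 C. After no-wash calcium dye loading, compound-evoked calcium rise over 180 s flagged agonists.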
D1 potentiator: enhances dopamine response at the human D1 receptor; HEK293 TREx D1 cells, calcium flux, dopamine EC20 potentiation; AID 504651; potentiation, % at 10 µM; P21728; 360,000 compounds, 0.036% hits; in the data active = potentiation above about 30%; note: 0% is about no effect
D1 antagonist: human D1 dopamine receptor antagonism. P21728. HEK293 TREx D1 cells, calcium flux, dopamine EC80; stronger effect = lower value. activity change, negative = inhibition, % at 10 µM. 360,000 compounds, 3.2% hits. AID 504652; in the data active = activity change below about -30%; note: % is set by controls: 0 for no effect and ±100 for the full control effect
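Cells carrying a force-coupled, tetracycline-inducible human D1 receptor report calcium flux. Each well gets a 10 s baseline, compound with 180 s monitoring, then an EC80 dopamine stimulus with a second 180 s kinetic read.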
Vif-A3G inh: blocks the Vif interaction with human APOBEC3G | 410,000 compounds, 0.076% hits | HeLa A3G-eYFP + Vif (tagged APOBEC3G with the HIV-1 protein that degrades it), YFP fluorescence, overnight | Q9HC16 | Potency, µM (highest dose often 46.1 µM), inactives show at the top dose activity, negative = active, usual class: inhibitors;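 note: potency is the fitted concentration of half-maximal effect; % is set by controls: 0 for no effect and ±100 for the full control effect; nearly all actives have a fitted effect of over 60% in size; hits raise eYFP signal because A3G escapes Vif-driven loss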
Target sequence (Q9HC16 whole entry, looked up): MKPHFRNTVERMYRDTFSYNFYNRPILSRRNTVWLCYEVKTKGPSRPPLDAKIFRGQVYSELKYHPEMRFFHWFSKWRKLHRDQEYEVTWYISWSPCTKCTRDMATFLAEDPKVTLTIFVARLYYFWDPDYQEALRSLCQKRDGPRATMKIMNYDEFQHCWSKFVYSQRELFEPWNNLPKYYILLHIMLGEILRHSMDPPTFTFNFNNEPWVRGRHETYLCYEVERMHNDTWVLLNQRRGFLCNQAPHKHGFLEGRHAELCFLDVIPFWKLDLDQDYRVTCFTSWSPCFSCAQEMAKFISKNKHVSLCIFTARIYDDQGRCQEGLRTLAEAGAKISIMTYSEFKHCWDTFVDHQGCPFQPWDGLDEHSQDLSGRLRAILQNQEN
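HeLa cells stably expressing Vif and C-terminally eYFP-tagged A3G, seeded overnight at 37 deg C, then exposed to compound by pintool overnight at 37 deg C. Rise in yellow fluorescence (Ex 488/Em 500-530, Acumen) marks blocked Vif-driven A3G degradation.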
* = called active by the depositor; ? = inconclusive; / = no result given; & = joins results of further samples. Unless noted, calls come from the whole dose curve; as a rule, active = well fitted curve in the direction sought with a large enough effect; inconclusive = small, poorly fitted or top-dose-only effect, or another doubt; inactive = no such curve, though single readings can be large; an effect the other way counts as inactive or inconclusive.

SMILES	Vif-A3F inh	LDHA block	Glioma ERSR ind	D2 PAM	RXFP1 agonist	D1 ag	D1 potentiator	D1 antagonist	Vif-A3G inh
O=C(COC(=O)Cn1cnc2ccccc2c1=O)Nc1ccc2c(c1)OCO2	8%	-1	-4%	5	2.6%	3	14	-21	7%
C/C(=C1\SC(N2CCOCC2)=NC1=O)c1ccccc1	-6%	-3	-6%	7	1.0%	5	6	4	-11%
CN1C(N)=NC(=O)/C1=C/c1ccccc1F	12%	-7	-2%	-1	2.3%	5	-4	6	6%
O=C(Nc1cccc(C(F)(F)F)c1)Oc1ccccc1N1CCOCC1	5%	6	-1%	-5	2.0%	5	-12	-26	1%
COc1ccccc1NC(=O)c1ccc(CS(=O)(=O)c2ccc(C)cc2)cc1	-12%	1	-2%	-4	1.0%	3	-1	/	-16%
Cc1cccc(C(=O)NCCC(=O)NCc2ccccc2F)c1	2%	-5	-2%	13	1.5%	0	-5	19	2%
C=C(C)Cn1c(=S)[nH]c2ccccc2c1=O	/	1	-4%	-4	1.9%	0	-8	7	-8%
CCC(C(=O)Nc1cccnc1Cl)c1ccccc1 (centres undefined)	0%	-3	-1%	2	0.6%	0	26	-8	3%
Cc1nnc(SCC(=O)NC2CC2)n1CC1CCCO1 (centres undefined)	-3%	-8	1%	8	-1.6%	3	2	6	4%
O=C(NCc1ccccc1)c1onc(CSc2ccccc2)c1C(=O)NCc1ccccc1	-8%	-2	-1%	/	/	/	/	/	-5%
O=C(NCc1cccs1)c1cc2c(s1)-c1ccccc1OC2	3%	-6	4%	-23	1.8%	-1	-6	-17	-4%
Cc1cc(C)n(-c2ccc(C(=O)NC(C)C)cc2)n1	0%	-1	-2%	-6	0.1%	1	7	9	0%
O=C(CCNS(=O)(=O)c1ccccc1)OCc1nnc(-c2ccccc2)o1	7%	-3	-1%	0	-2.4%	3	-1	6	-2%
Cc1ccc(NC(=O)C2CCN(c3nnc(C)c4c(C)n(-c5ccccc5)nc34)CC2)cc1Cl	-18%	0	-1%	4	8.1%	2	-1	-12	3%
NC(=O)C1CCN(C(c2ccccc2Cl)c2nnnn2CC2CCCO2)CC1 (centres undefined)	1%	-7	-3%	/	2.3%	2	5	-9	1%
Cc1ccc(NC(=O)CN2C(=O)c3cccnc3Sc3ccccc32)cc1C	1%	-14	6%	-14	2.0%	-1	-5	-10	4%
Cc1ccccc1S(=O)Cc1ccc(C(=O)NCCCN2CCCCC2)o1 (centres undefined)	-4%	-3	-4%	-6	-0.4%	2	-7	4	0%
C[C@H](CO)N1C[C@H](C)[C@@H](CN(C)Cc2ccc(C(=O)O)cc2)Oc2ncc(Br)cc2C1=O	2%	-1	-3%	/	/	/	/	/	3%
COc1ccc(C(=O)c2c(N)sc3c2CCN(C(=O)OC(C)(C)C)C3)cc1	?	12	-4%	-9	2.8%	2	2	7	-16%
CN(C)c1ccc(/C=C(\NC(=O)c2ccccc2)C(=O)NCc2ccncc2)cc1	3%	-4	0%	19	3.6%	1	6	8	0%
O=C(O)c1ccccc1S(=O)(=O)c1ccccc1CO	-6%	0	-1%	8	0.5%	1	-4	-4	0%
COc1ccc(Cl)c2sc(N(CCN(C)C)C(=O)c3ccc4c(c3)OCCO4)nc12	-17%	-6	-1%	2	-0.1%	2	1	8	-1%
COc1ccc(OCC(=O)Nc2ccc3nc(C)sc3c2)cc1	-20%	-6	-6%	-2	0.4%	2	-6	-1	-4%
Cc1ccc(C(=O)N/C(=C/c2ccc(-c3cccc([N+](=O)[O-])c3)o2)C(=O)NC(C)(C)C)cc1	-11%	-2	-6%	-9	2.5%	0	-4	-13	0%
Cc1ccccc1OCCn1cc(C(=O)C2CCCCC2)c2ccccc21	3%	0	0%	9	9.8%	2	-4	6	0%

Reprinted from the part before: three entries, followed by the next part.
SMILES	Vif-A3F inh	LDHA block	Glioma ERSR ind	D2 PAM	RXFP1 agonist	D1 ag	D1 potentiator	D1 antagonist	Vif-A3G inh
COc1ccc(OCC(=O)Nc2ccc3nc(C)sc3c2)cc1	-20%	-6	-6%	-2	0.4%	2	-6	-1	-4%
Cc1ccc(C(=O)N/C(=C/c2ccc(-c3cccc([N+](=O)[O-])c3)o2)C(=O)NC(C)(C)C)cc1	-11%	-2	-6%	-9	2.5%	0	-4	-13	0%
Cc1ccccc1OCCn1cc(C(=O)C2CCCCC2)c2ccccc21	3%	0	0%	9	9.8%	2	-4	6	0%
COc1ccc(-c2c(C)oc3c(CN4CCOCC4)c(O)ccc3c2=O)cc1OC	1%	2	-1%	3	1.7%	1	4	3	-6%
CCCc1nnc(-c2ccc(OC)cc2)o1	2%	-5	3%	9	-1.2%	0	1	3	1%
Cc1nn(Cc2ccccc2)c(=O)c2nn(-c3ccc(Cl)cc3)c(C)c12	-20%	-4	-3%	-4	2.0%	-1	-8	-7	4%
Cc1ccc(NC(=O)C(c2ccc(Cl)cc2)N2CCCCC2)cc1 (centres undefined)	/	-4	0%	-5	4.4%	0	-6	1	2%
Cc1ccc(-n2nc(C)c(C(=O)Nc3cccc(C(=O)NC4CC4)c3)n2)c(C)c1	0%	-7	-3%	5	0.0%	2	0	3	4%
COc1cc(C)c(NC(=S)NCCCN2CCOCC2)cc1OC	13%	-8	1%	-10	-0.2%	2	-2	-2	1%
Cc1nnc2ccc(Oc3ccc(-c4ccccc4)cc3)nn12	-3%	-11	-2%	-12	1.2%	18	-2	-20	0%
Cc1cc(NC(=O)C(C)C)ncc1NC(=O)c1ccco1	/	/	/	-3	-0.5%	2	6	34	/
CCN(CC)c1ccc(NC(=O)Nc2ccccc2)cc1	7%	12	-6%	2	3.8%	9	-8	-12	0%
CCc1ccc(N(CC(=O)NC)S(C)(=O)=O)cc1	3%	-3	-4%	0	0.1%	3	2	0	3%
O=S(=O)(c1ccc(F)cc1)N1CCN(CC2CC3C=CC2C3)CC1 (centres undefined)	-3%	-20	-4%	3	1.0%	5	-8	-1	-1%
CCOC(=O)C1=C(C)Nc2nc3ccccc3n2C1c1cccs1 (centres undefined)	0%	-3	-1%	-4	0.3%	2	11	1	1%
COc1cc(/C=C/C(=O)OCC(=O)NCc2cccs2)ccc1OCC#N	-10%	2	-3%	-21	-1.6%	19	13	-6	-7%
CC(=O)Oc1ccc(N(C(C)=O)S(=O)(=O)c2cccs2)c2ccccc12	-25%	12	4%	10	2.4%	1	-3	/	-30%
CCCCCCCNC(=O)COc1ccc2c(c1)C(=O)CC(C)(C)O2	-14%	-3	-2%	7	3.4%	0	-3	14	-1%
CCCCn1c(N)c(N(CC(C)C)C(=O)C2CCN(S(=O)(=O)c3ccccc3)CC2)c(=O)[nH]c1=O	0%	-8	-1%	12	-0.8%	4	7	-3	0%
COC(=O)c1ccc(Cl)c(NC(=O)CSc2nnc(-c3ccncc3)o2)c1	-8%	-1	-4%	3	1.3%	7	-5	25	0%
CC(C)(C)N1CC23C=CC(C[C@@H]2C1=O)O3 (some centres undefined)	1%	4	2%	-2	-0.1%	1	-5	3	0%
CC1CCN(c2ccccc2NC(=O)c2ccc(F)cc2)CC1	-2%	0	-3%	12	8.0%	6	9	-4	-1%
Cc1nn(-c2ccccc2)c(C)c1NC(=O)COc1cc(F)ccc1[N+](=O)[O-]	6%	-5	-3%	/	/	/	/	/	0%
NC(=O)c1cc(NC(=O)COC(=O)CCCN2C(=O)c3cccc4cccc(c34)C2=O)cc(C(N)=O)c1	-1%	-4	-1%	/	/	/	/	/	0%
N#Cc1ccc(-c2cn(-c3ccccc3)c3[n+]2CCCS3)cc1	?	-4	-3%	0	4.2%	2	4	3	-7%
CC12CN3CCN(CC(C3)C1(O)CN1CCOCC1)C2 (centres undefined)	7%	-8	-3%	12	0.8%	3	1	0	0%
O=C(C1=C(O)C(=O)N(Cc2cccnc2)C1c1cccc(Oc2ccccc2)c1)c1ccco1 (centres undefined)	-4%	3	-1%	/	/	/	/	/	1%
CCOc1ccc(S(=O)(=O)N2CC(=O)Nc3ccccc32)cc1	0%	-6&-18	-2%	11	5.6%	1	3	-5	-25%
(listing goes on)
SMILES	Vif-A3F inh	LDHA block	Glioma ERSR ind	D2 PAM	RXFP1 agonist	D1 ag	D1 potentiator	D1 antagonist	Vif-A3G inh
O=C(c1ccccc1)N1CCN(C(=O)c2cc3ccccc3o2)CC1	8%	-1	-3%	1	0.9%	0	0	3	2%
Cc1cc(C)n2c(Br)c(CSc3nc4ccccc4o3)nc2n1	5%	3	5%	6	4.0%	1	-3	-2	-4%
CC1CC(Nc2ccccc2)=NC1(C)C (centres undefined)	3%	-14	-2%	1	2.9%	5	-2	0	0%
CN(C)C(CNC(=O)c1ccc(C(=O)c2ccccc2)cc1)c1ccccc1 (centres undefined)	2%	-10	-3%	-18	0.3%	3	-5	14	-7%
CCOc1ccc(-n2nc3ccc(NC(=O)c4cccc(F)c4)cc3n2)cc1	-5%	-5	-8%	18	4.3%	1	0	-9	0%
CCc1sc(-c2c(C#N)c(N)nc3c2CCCCCC3)cc1[N+](=O)[O-]	-1%	-2	-8%	14	0.8%	73*	20	22	0%
CCn1c(=O)n(CC)c2cc(NC(=O)C(C)c3ccccc3)c(Br)cc21 (centres undefined)	1%	-14	-2%	-5	2.5%	-1	2	1	0%
Cc1ccc(C2N(c3cccc(Cl)c3)C(=O)N3CCCN23)cc1 (centres undefined)	-22%	-1	-3%	6	-2.1%	6	6	-13	-5%
CCc1c(C)sc(NC(=O)c2cc(C)no2)c1C#N	-11%	-8	-2%	-1	-0.8%	0	1	1	-5%
Cc1ccc(NC(=S)N/N=C2\CC(C)(C)Oc3ccc(O)cc32)cc1	1%	-6	0%	-5	1.5%	2	1	8	2%
CCOc1cccc(CC(=O)NCc2ccc3c(c2)CCN3C(=O)c2ccc(F)cc2)c1OCC	-3%	-8	-2%	-6	2.0%	1	-2	-10	1%
CC(C)c1[nH]nc2c1C(c1cccnc1)C(C#N)=C(N)O2 (centres undefined)	0%	-3	-2%	8	0.5%	1	-5	-6	-4%

The list is partial. The share of hits here may be higher or lower than overall.
